G6PDH CS – inhibits Leuconostoc G6PDH, flagging false hits in G6PDH-based assays; inhibition, % at 5 µM; hit rate 0.12% among 200,000; Purified L. mesenteroides G6PDH, diaphorase/resazurin coupled fluorescence, 45 min; AID 1020; in the data active = inhibition above about 50%
FLuc inhib CS – Photinus pyralis luciferase inhibition counter-screen; ATPLite firefly luciferase biochemical luminescence, 10 min; hit rate 1.5% among 200,000; AID 1006; inhibition, % at 10 µM;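 active = inhibition above about 50% when tested at 10 µM, limit read from the data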
Target sequence (P08659 whole entry, looked up): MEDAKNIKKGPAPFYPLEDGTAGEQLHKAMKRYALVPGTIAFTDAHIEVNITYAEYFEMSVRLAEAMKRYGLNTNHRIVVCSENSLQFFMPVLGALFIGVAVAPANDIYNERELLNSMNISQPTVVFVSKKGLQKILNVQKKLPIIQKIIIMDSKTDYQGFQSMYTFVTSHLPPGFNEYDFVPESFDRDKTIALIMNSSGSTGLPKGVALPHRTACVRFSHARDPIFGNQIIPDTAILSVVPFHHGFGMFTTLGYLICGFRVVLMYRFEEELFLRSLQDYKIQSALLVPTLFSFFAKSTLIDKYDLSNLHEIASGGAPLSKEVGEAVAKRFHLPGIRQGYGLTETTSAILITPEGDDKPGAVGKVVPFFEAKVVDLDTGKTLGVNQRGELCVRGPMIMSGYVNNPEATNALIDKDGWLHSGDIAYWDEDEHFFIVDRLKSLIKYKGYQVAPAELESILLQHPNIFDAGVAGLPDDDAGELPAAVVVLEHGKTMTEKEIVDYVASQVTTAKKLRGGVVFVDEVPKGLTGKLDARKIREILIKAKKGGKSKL
APP 5'UTR act – activates APP 5'UTR luciferase reporter; SH-SY5Y APP 5'UTR luciferase reporter, luminescence; zero percent = DMSO vehicle wells; activation, % at 2 µM; hit rate 1% among 190,000;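 active = activation above a set limit, based on mean plus 3 SD of controls, cut at about 140% in these data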; also: values of inactives mirror those of a sister screen read the other way
STAT1 activator – activators of IFN-gamma induced STAT1 signaling. NIH 3T3 STAT1-luciferase reporter, luminescence; 100% = IFN-gamma alone, no compound. activation (% of control), % at 5.5 µM. hit rate 2.6% among 200,000. AID 932;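 active = activation above the screen-wide mean activation plus 3 SD, cut at about 130% in these data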;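 also: raw ratio to IFN-gamma control signal so 100% means no change and 0% no light; values of inactives mirror those of a sister screen read the other way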
Hsp70 activator – transcriptional activators of Hsp70. activation, % at 10 µM. hit rate 0.04% among 200,000. HeLa Hsp70 promoter luciferase reporter, luminescence; scaled: vehicle 0, proteasome-inhibitor control 100%;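 active = activation above the mean across all tested compounds plus 3 SD, cutoff set per campaign, cut at about 5.5% in these data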;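 also: 100% = MG132 at 30 µM as the positive control and 0% = DMSO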
Efa HMGR inh – inhibitors of class II HMG-CoA reductase from Enterococcus faecalis | purified E. faecalis HMGR, NADPH absorbance 340 nm kinetic | hit rate 0.41% among 190,000 | inhibition, % at 10 µM | AID 1066;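 active = inhibition above a set limit, the median over all tested compounds plus 3 SD, cut at about 9.5% in these data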;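 also: enzyme runs in reverse so mevalonate oxidation gives rising NADPH absorbance; 0% = complete reaction with DMSO and 100% = background rate lacking mevalonate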
FLuc stim CS – firefly luciferase counter-screen for stimulation assays | P08659 | 200,000 tested, under 10 active | ATPlite luciferase biochemical, luminescence, 10 min; 0 = ATP-free wells, 1 = DMSO control | AID 1027 | activation factor at 10 µM;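 active = luciferase activation factor, scaled between plate controls, of at least 2 with compound at 10 µM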
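Assay system: Luciferase/luciferin detection reagent, cell-free biochemical luciferase assay / Read-out: luciferase activation / Benchmarks: No-ATP low control, compound-free enzyme-plus-ATP high control / Medium: PBS buffer for ATP / Detection: luminescence measurement of luciferase light output / Schedule: 10 min at ambient temperature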
APP transl inh – APP translation inhibition; SH-SY5Y APP 5'UTR-luciferase reporter, luminescence; inhibition, % at 2 µM; hit rate 0.82% among 190,000;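 active = inhibition above a set limit, derived from the sample mean plus 3 SD, cut at about 45% in these data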; also: values of inactives mirror those of a sister screen read the other way
DTT redox prof – compounds producing H2O2 with reducing agent – biochemical, NIH compound library profiling, artefact control for MLSCN library redox annotation, primary screen; hit rate 0.03% among 200,000; activation, % at 10 µM; DTT-dependent redox cycling H2O2, phenol red/HRP absorbance; 100% = 100 µM peroxide control, 0% = buffer;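 active = activation of at least 50% relative to the plate's high and low controls in the primary single-dose screen; inactive = activation below 50%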;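 also: compound incubated with DTT at 0.8 mM final as the reducing agent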
NF-kB neuron act – NF-kB expression increase, human neuronal cells; NF-kB reporter expression; active compounds read high; fold change at 12.5 µM; hit rate 1.6% among 190,000; in the data active = fold change above about 3.3
Active calls of the source: *; nt = not tested or not shown. The order is random; overall some 5.3% were active at least once.

Preview:
#1 COc1ccc(N/C=C/C(=C(C#N)C#N)N(C)C)cc1
#2 O=C(c1ccc(Cl)cc1)c1oc2ccccc2c1CS(=O)c1ccc(Cl)cc1 (stereo unspecified)
#3 Cc1nc2c(ccc3nc(NC(=O)Cc4cccc5ccccc45)sc32)s1
#4 CCCCOc1ccc(C(=O)N/C(=C/C=C/c2ccccc2)C(=O)NCCCO)cc1
#5 Cc1ccc2c(c1)c1c(n2CC(O)Cn2nc(C)c(Br)c2C)CCCC1 (stereo unspecified)
#6 O=C(Nc1ccc(O)c(-c2nc3ccccc3s2)c1)C1=COCCO1
#7 CC(Oc1ccc(Br)cc1)C(=O)NCc1ccccn1 (stereo unspecified)
#8 O=C(COC(=O)C1CC(O)CN1S(=O)(=O)c1ccc(Cl)cc1)c1ccccc1Cl (stereo unspecified)
#9 Cc1nnc(N2C(=O)c3cccc4cccc(c34)C2=O)s1
#10 Cc1ccc2cccc(NC(=S)NC(=O)c3ccccc3)c2n1

screen / no.,1,2,3,4,5,6,7,8,9,10
G6PDH CS,7,3,6,-6,7,6,6,16,2,-2
FLuc inhib CS,-6,-8,-2,-3,-1,-5,-7,-8,-5,-3
APP 5'UTR act,15,-9,3,-13,-12,-5,13,-6,11,2
STAT1 activator,93,96,102,110,97,101,103,101,101,89
Hsp70 activator,-0.3,0.1,0.0,-0.4,0.0,-0.2,-0.3,-0.5,-0.6,-0.4
Efa HMGR inh,-4,-4,-3,-6,0,-2,-2,-2,0,1
FLuc stim CS,1.1,1.1,1,1,1,1.1,1.1,1.1,1,1
APP transl inh,-15,9,-3,13,12,5,-13,6,-11,-2
DTT redox prof,-0.9,-4.2,0.1,-0.5,0.0,0.1,-0.7,-0.5,-0.1,-3.4
NF-kB neuron act,1.2,1.1,0.92,1.1,0.65,1.1,1.1,1.5,1,1.1

#11 CC(=O)Nc1ccc(S(=O)(=O)N2CCC(c3nc4ccc(C)cc4[nH]3)CC2)cc1
#12 COC(=O)CCC(=O)CN
#13 Cc1cccc(-c2nc(CS(=O)CC(=O)NC3CCCC3)c(C)o2)c1 (stereo unspecified)

screen / no.,11,12,13
G6PDH CS,-5,12,1
FLuc inhib CS,-6,0,-8
APP 5'UTR act,-9,4,7
STAT1 activator,103,108,106
Hsp70 activator,-0.3,-0.4,-0.5
Efa HMGR inh,1,-1,-10
FLuc stim CS,1.1,1,1.1
APP transl inh,9,-4,-7
DTT redox prof,-0.6,0.2,-1.2
NF-kB neuron act,0.66,1,1.1

The whole of this part, from the first entry:
#1 COc1ccc(N/C=C/C(=C(C#N)C#N)N(C)C)cc1
#2 O=C(c1ccc(Cl)cc1)c1oc2ccccc2c1CS(=O)c1ccc(Cl)cc1 (stereo unspecified)
#3 Cc1nc2c(ccc3nc(NC(=O)Cc4cccc5ccccc45)sc32)s1
#4 CCCCOc1ccc(C(=O)N/C(=C/C=C/c2ccccc2)C(=O)NCCCO)cc1
#5 Cc1ccc2c(c1)c1c(n2CC(O)Cn2nc(C)c(Br)c2C)CCCC1 (stereo unspecified)
#6 O=C(Nc1ccc(O)c(-c2nc3ccccc3s2)c1)C1=COCCO1
#7 CC(Oc1ccc(Br)cc1)C(=O)NCc1ccccn1 (stereo unspecified)
#8 O=C(COC(=O)C1CC(O)CN1S(=O)(=O)c1ccc(Cl)cc1)c1ccccc1Cl (stereo unspecified)

screen / no.,1,2,3,4,5,6,7,8
G6PDH CS,7,3,6,-6,7,6,6,16
FLuc inhib CS,-6,-8,-2,-3,-1,-5,-7,-8
APP 5'UTR act,15,-9,3,-13,-12,-5,13,-6
STAT1 activator,93,96,102,110,97,101,103,101
Hsp70 activator,-0.3,0.1,0.0,-0.4,0.0,-0.2,-0.3,-0.5
Efa HMGR inh,-4,-4,-3,-6,0,-2,-2,-2
FLuc stim CS,1.1,1.1,1,1,1,1.1,1.1,1.1
APP transl inh,-15,9,-3,13,12,5,-13,6
DTT redox prof,-0.9,-4.2,0.1,-0.5,0.0,0.1,-0.7,-0.5
NF-kB neuron act,1.2,1.1,0.92,1.1,0.65,1.1,1.1,1.5

#9 Cc1nnc(N2C(=O)c3cccc4cccc(c34)C2=O)s1
#10 Cc1ccc2cccc(NC(=S)NC(=O)c3ccccc3)c2n1
#11 CC(=O)Nc1ccc(S(=O)(=O)N2CCC(c3nc4ccc(C)cc4[nH]3)CC2)cc1
#12 COC(=O)CCC(=O)CN
#13 Cc1cccc(-c2nc(CS(=O)CC(=O)NC3CCCC3)c(C)o2)c1 (stereo unspecified)
#14 CCC(=O)Nc1nc2c(c(=O)[nH]1)CCCC2
#15 CCOC(=O)C1=C(C)N(CCCC(=O)NCc2ccc3c(c2)OCO3)C(=O)NC1c1ccc(Br)cc1 (stereo unspecified)
#16 COc1ccc(/C=C2\SC(=S)N(Cc3cccnc3)C2=O)cc1C

screen / no.,9,10,11,12,13,14,15,16
G6PDH CS,2,-2,-5,12,1,1,5,-21
FLuc inhib CS,-5,-3,-6,0,-8,-2,-6,6
APP 5'UTR act,11,2,-9,4,7,-20,3,17
STAT1 activator,101,89,103,108,106,103,98,97
Hsp70 activator,-0.6,-0.4,-0.3,-0.4,-0.5,-0.3,-0.2,-0.4
Efa HMGR inh,0,1,1,-1,-10,1,-8,-3
FLuc stim CS,1,1,1.1,1,1.1,1,1.1,0.9
APP transl inh,-11,-2,9,-4,-7,20,-3,-17
DTT redox prof,-0.1,-3.4,-0.6,0.2,-1.2,-2.0,0.6,0.2
NF-kB neuron act,1,1.1,0.66,1,1.1,0.95,1.2,2.9

#17 CN1CCCC(OC(=O)COc2ccc(Br)cc2)C1 (stereo unspecified)
#18 O=C(Cn1cnc([N+](=O)[O-])n1)N/N=C/c1ccccc1O
#19 O=C(Nc1ccc2nc(-c3ccc(Br)o3)[nH]c2c1)c1ccco1
#20 COc1ccc2[nH]c(=O)c(CN(C(=O)c3ccncc3)C(C)(C)C)cc2c1
#21 CCCC(c1nnnn1C1CCCC1)N1CCN(C(=O)c2ccco2)CC1 (stereo unspecified)
#22 CC(C)C1Oc2ccccc2N(CC(=O)N(Cc2ccccn2)C2CC2)C1=O (stereo unspecified)
#23 Cc1cccc(N(C(=O)Cc2cccs2)C(C(=O)NC2CCCC2)c2ccsc2)c1 (stereo unspecified)
#24 COc1ccccc1NC(=O)/C(C#N)=C/C=C/c1ccco1

screen / no.,17,18,19,20,21,22,23,24
G6PDH CS,5,-6,-6,5,-2,9,2,-41
FLuc inhib CS,-8,-4,44,-5,-5,-5,-3,-3
APP 5'UTR act,3,0,nt,0,-6,-10,14,-88
STAT1 activator,101,107,111,89,106,108,99,104
Hsp70 activator,-0.2,-0.4,0.0,-0.5,-0.1,-0.4,-0.1,0.0
Efa HMGR inh,-4,-4,-7,-1,4,-1,-3,-1
FLuc stim CS,1.1,1,0.6,1.1,1,1,1,1
APP transl inh,-3,0,nt,0,6,10,-14,88*
DTT redox prof,2.9,1.6,3.2,-0.7,1.1,0.3,4.0,0.4
NF-kB neuron act,1.1,1.3,0.54,1.3,1.1,1.1,1.1,1.2

#25 CCOC(=O)CN(c1ccccn1)S(=O)(=O)c1ccccc1
#26 O=C(NCc1ccco1)C1CC(=O)N(CCc2ccccc2)C1 (stereo unspecified)
#27 O=C(CN1CCNC(=O)C1)NCCc1ccc(Cl)cc1Cl
#28 COCc1cc(=O)n2[nH]c(C)cc2n1
#29 O=C(/C=C/c1cccc(Cl)c1)OCc1cn2cc(Cl)ccc2n1
#30 O=C(COC(=O)c1ccc2c(c1Cl)C(=O)c1ccccc1C2=O)NC1CCCCC1
#31 C/C(CC(C)(C)c1ccccc1)=N\NS(=O)(=O)c1ccccc1
#32 Cc1[nH]c2ccc(F)cc2c1CCNC(=O)C1CCCCC1C(=O)OCC(F)(F)F (stereo unspecified)

screen / no.,25,26,27,28,29,30,31,32
G6PDH CS,4,6,0,7,7,22,7,-2
FLuc inhib CS,-4,-2,-3,-2,-2,-5,1,0
APP 5'UTR act,10,-3,38,-5,7,-15,21,-6
STAT1 activator,101,92,113,106,102,103,101,98
Hsp70 activator,4.1,0.1,0.1,-0.2,-0.3,0.0,0.2,-0.2
Efa HMGR inh,-10,-10,1,-2,-5,-1,-4,-6
FLuc stim CS,1,1,1,1,1,1.1,1,1
APP transl inh,-10,3,-38,6,-7,15,-21,6
DTT redox prof,0.3,-0.9,1.0,-2.9,-0.5,1.4,-0.2,-0.3
NF-kB neuron act,1.1,1.4,0.79,0.98,1,1.2,1,1.2

#33 O=C(Cc1ccccc1)c1c[nH]c(C(=O)O)c1
#34 O=[N+]([O-])/C(=C\Nc1ccccc1)S(=O)(=O)c1ccccc1
#35 O=C(O)CCCCCN=C1CCc2ccccc2N1
#36 O=C(O)CCc1nn2c3ccccc3n(Cc3ccccc3F)c2nc1=O
#37 Cc1ccccc1NC(=S)NCC(c1cccnc1)N(C)C (stereo unspecified)
#38 Cc1nc(NCCc2ccc(S(N)(=O)=O)cc2)c2c3c(sc2n1)CCC3
#39 Cn1ccnc1C1CCCCN1C(=O)c1cc(COc2ccc(F)cc2Cl)on1 (stereo unspecified)
#40 CCc1ccccc1N(CC(=O)N/N=C/c1ccc(OC(=O)OC)c(OC)c1)S(C)(=O)=O

screen / no.,33,34,35,36,37,38,39,40
G6PDH CS,-2,5,1,-1,-3,1,1,2
FLuc inhib CS,-2,-1,-1,-7,1,-6,-5,-6
APP 5'UTR act,8,11,1,1,11,-19,-4,-4
STAT1 activator,98,99,95,91,106,86,103,97
Hsp70 activator,0.0,-0.2,-0.1,-0.3,-0.2,-0.5,-0.2,-0.4
Efa HMGR inh,-4,-1,2,-2,-3,0,-2,-7
FLuc stim CS,1,1,1,1.1,1,1.1,1.1,1.1
APP transl inh,-8,-11,-1,-1,-11,19,4,4
DTT redox prof,-2.0,-4.4,-2.8,-1.2,0.1,-0.8,0.3,0.1
NF-kB neuron act,1,1.1,0.98,1.2,1.1,0.71,1.1,0.77

#41 CCOC(=O)Nc1ccc(Cc2ccncc2)cc1
#42 NC(=O)c1cnn(C2CCS(=O)(=O)C2)c1 (stereo unspecified)
#43 CCOc1ccc(NC(=O)c2cc3c(C)nc4ccccc4c3o2)cc1
#44 CC1CN(CCCSc2ccc(Cl)cc2)CC(C)O1 (stereo unspecified)
#45 O=C(CCCn1c(=S)[nH]c2cc3c(cc2c1=O)OCO3)N1CCN(c2ccccn2)CC1
#46 COc1ccc(-c2noc(CSc3nc4ccccc4c(=O)n3-c3ccccc3)n2)cc1
#47 Cc1ccc(C(CC(=O)c2ccco2)SCCO)cc1 (stereo unspecified)
#48 O=C1CCC(C(=O)NCc2ccc3c(c2)OCO3)N1 (stereo unspecified)
#49 CC(=O)N(C)c1ccc(NC(=O)C(Sc2ccccc2)c2ccccc2)cc1 (stereo unspecified)

screen / no.,41,42,43,44,45,46,47,48,49
G6PDH CS,6,3,-69,24,10,-47,1,8,11
FLuc inhib CS,6,-5,-7,-4,-5,-1,7,-4,4
APP 5'UTR act,-23,3,-23,-1,7,22,26,-2,-4
STAT1 activator,99,95,97,97,84,104,119,110,112
Hsp70 activator,0.0,0.0,-0.2,-0.3,-0.2,-0.4,0.1,-0.1,-0.2
Efa HMGR inh,-6,0,-5,0,-11,0,2,-2,0
FLuc stim CS,0.9,1.1,1.1,1,1.1,1,0.9,1,1
APP transl inh,23,-3,23,1,-7,-22,-26,2,4
DTT redox prof,-1.0,-0.2,-0.8,-1.0,10,4.3,1.6,-1.6,0.2
NF-kB neuron act,1.8,1.2,0.38,1.2,2.1,1.2,2.2,1.2,0.97
